# GLD-1 TGE inh = GLD-1/TGE RNA complex disruptors, primary screen, biochemical, fluorescence polarization. purified GLD-1 + fluorescein TGE RNA. inhibition, % at 5.96 µM. 320,000 tested, 0.44% active. Female germline-specific tumor suppressor gld-1 (Caenorhabditis elegans), Q17339;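 active = percent inhibition above a per-plate cutoff, the plate mean of test compounds plus 3 SD, cut at about 30% in these data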;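 also: 0% = DMSO wells with GLD-1 and probe and 100% = wells lacking GLD-1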
# MCL1-BIM inh = inhibitors of MCL1 binding to BIM-BH3, primary screen, biochemical, fluorescence polarization | Induced myeloid leukemia cell differentiation protein Mcl-1 (Homo sapiens), Q07820 | GST-MCL1 / FITC-Bim-BH3 fluorescence polarization | inhibition, % at 10.9 µM | 320,000 tested, 0.68% active;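 active = inhibition above the mean inhibition of all tested compounds plus 3 SD, set per campaign, cut at about 40% in these data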;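 also: 0% = DMSO wells and 100% = unlabeled Bim-BH3 peptide control; higher means more loss of mP so more displacement of Bim peptide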
# Target sequence (Q07820 whole entry, looked up): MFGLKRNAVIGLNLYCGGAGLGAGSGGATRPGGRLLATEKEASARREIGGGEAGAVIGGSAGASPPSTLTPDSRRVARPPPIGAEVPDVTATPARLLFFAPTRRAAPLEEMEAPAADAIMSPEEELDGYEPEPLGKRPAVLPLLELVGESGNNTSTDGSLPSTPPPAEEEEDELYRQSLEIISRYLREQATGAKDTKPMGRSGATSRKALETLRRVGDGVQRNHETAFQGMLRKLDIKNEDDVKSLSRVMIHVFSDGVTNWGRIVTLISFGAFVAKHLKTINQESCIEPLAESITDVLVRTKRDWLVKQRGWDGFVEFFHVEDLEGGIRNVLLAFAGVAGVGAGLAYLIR
# AGP1-GFP MLPCN = modulators of AGP1-GFP expression in yeast TOR pathway, primary screen, cell-based, multiplex flow cytometry, S. cerevisiae, MLPCN library; 3 h; GFP as percent of DMSO wells; 320,000 tested, 0.02% active; GFP response vs DMSO, % at 10 µM; AID 2066, 2009;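 active = GFP response relative to DMSO above a set limit, near screen average plus 3 SD, cut at about 150% in these data; inconclusive = fewer than 70 cells counted for the yeast strain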;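 also: median GFP channel fluorescence of the gated AGP1 strain per well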
# VLA-4 inh = inhibition in human VLA-4 binding assay, primary screen, VLA-4 allosteric modulator project, MLPCN library, flow cytometry, VLA-4 expressing cells; Integrin alpha-4 (Homo sapiens), P13612; ligand binding flow cytometry; inhibition, % (about 7 µM as worked out from the volumes in the protocol); 330,000 tested, 0.2% active; AID 2557, 2010; in the data active = inhibition above about 50%
# Bcl-xL primary = inhibitors of human Bcl-xL, primary screen, biochemical, fluorescence polarization, HTS. Bcl-2-like protein 1 (Homo sapiens), Q07817. inhibition, % at 10.9 µM. GST-Bcl-xL / FITC-Bim BH3 peptide fluorescence polarization. 320,000 tested, 0.7% active. AID 2129, 2009;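 active = inhibition above the mean of all tested compounds plus 3 SD, cutoff set per campaign, cut at about 30% in these data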;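 also: 0% = DMSO wells and 100% = unlabeled Bim-BH3 peptide competitor; inhibitors lower millipolarization by displacing the labeled peptide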
# Target sequence (Q07817 whole entry, looked up): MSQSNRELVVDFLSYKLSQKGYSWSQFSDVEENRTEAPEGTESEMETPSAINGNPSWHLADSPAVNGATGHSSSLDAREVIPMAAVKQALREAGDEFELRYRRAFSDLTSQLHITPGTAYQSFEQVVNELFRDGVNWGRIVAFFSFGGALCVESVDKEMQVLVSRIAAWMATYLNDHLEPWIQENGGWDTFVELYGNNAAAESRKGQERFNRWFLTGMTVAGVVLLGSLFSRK
# Fam108B counter = mouse Fam108B serine hydrolase inhibitors, primary screen, counter-screen for RBBP9 inhibitor project, biochemical, fluorescence polarization | 300,000 tested, 0.33% active | recombinant Fam108B, FP-Rh probe fluorescence polarization | inhibition, % at 9.51 µM;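 active = inhibition above the screen mean inhibition plus 3 SD, computed separately per campaign, cut at about 18% in these data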;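 also: inhibitors lower polarization as less probe binds the enzyme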
# GRK2 aptamer HTS = compounds blocking aptamer binding on GRK2 – biochemical, human GRK2, bead flow cytometry, HTS, primary screen | inhibition of aptamer binding, % at 10 µM | FAM-aptamer displacement from GRK2 | 330,000 tested, 0.59% active | Beta-adrenergic receptor kinase 1 (Homo sapiens), P25098;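 active = inhibition of aptamer binding above 40%, roughly 3 SD of noise, on plates passing a quality check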;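 also: median bead fluorescence of bound FAM aptamer so fluorescent compounds give negative values; no value below 0 was filed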
# CIT2-GFP yeast = modulators of CIT2-GFP expression in yeast, primary screen, S. cerevisiae, GFP fusion, multiplex flow cytometry, MLPCN library; S. cerevisiae CIT2-GFP strain, 3 h; 100 means same as DMSO wells; GFP response vs DMSO, % at 10 µM; 320,000 tested, 0.065% active;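 active = GFP response relative to DMSO above a set limit, near the screen mean plus 3 SD, cut at about 150% in these data; inconclusive = Fewer than 70 cells measured for a yeast strain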;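 also: ratio of well median GFP fluorescence to mean of DMSO wells on the plate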
# MEX-5 binding = MEX-5 zinc finger RNA-binding disruptors – biochemical, C. elegans, fluorescence polarization, MLPCN library, primary screen | MEX-5/FITC-TCR2 RNA binding; active compounds read low | activity score (negative = inhibition of binding), % at 10 µM | 300,000 tested, 0.38% active | AID 1832, 2009;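 active = inhibition past about -25% in most replicates, and total fluorescence under double the plate's negative control median, limit read from the data; inconclusive = replicates evenly split on the limit, or fluorescence at least double controls; inactive = too little inhibition in most replicates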;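 also: 0% = DMSO and -100% = 5 µM competing unlabeled TCR2 RNA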
# Target sequence (Q9XUB2 whole entry, looked up): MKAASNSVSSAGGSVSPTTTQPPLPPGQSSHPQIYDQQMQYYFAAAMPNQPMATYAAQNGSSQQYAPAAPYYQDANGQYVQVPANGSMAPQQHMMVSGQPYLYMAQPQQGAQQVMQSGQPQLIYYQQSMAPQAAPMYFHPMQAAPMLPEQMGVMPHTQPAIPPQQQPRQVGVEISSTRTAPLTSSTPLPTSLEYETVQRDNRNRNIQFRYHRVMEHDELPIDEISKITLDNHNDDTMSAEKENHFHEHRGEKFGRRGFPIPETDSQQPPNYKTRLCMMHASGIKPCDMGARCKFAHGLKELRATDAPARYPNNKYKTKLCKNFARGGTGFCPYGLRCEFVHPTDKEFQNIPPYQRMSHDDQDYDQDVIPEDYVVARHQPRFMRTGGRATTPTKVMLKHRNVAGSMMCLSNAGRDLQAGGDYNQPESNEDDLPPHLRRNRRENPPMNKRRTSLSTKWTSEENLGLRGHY
# * = called active by the depositor; i = inactive; ? = inconclusive; . = not tested or not shown.
SMILES,GLD-1 TGE inh,MCL1-BIM inh,AGP1-GFP MLPCN,VLA-4 inh,Bcl-xL primary,Fam108B counter,GRK2 aptamer HTS,CIT2-GFP yeast,MEX-5 binding
Cc1cc(C)cc(Nc2ccc([N+](=O)[O-])nc2[N+](=O)[O-])c1,11,-2,97,1,1,2,0,91,0.7
CCOC(=O)C1=C(CC)Nc2ccccc2N=C1NC(=O)Cn1cnc2ccccc2c1=O,7,-5,97,-6,-1,1,2,98,3.8
Cc1cc(C)cc(NC(=S)N=Nc2c(O)n(C)c3ccc(S(=O)(=O)N4CCOCC4)cc23)c1,-2,16,104,3,6,9,6,107,-0.3
O=C(Nc1ccc(Br)c2ccccc12)c1ccc2ccccc2c1O,6,5,94,-1,2,39*,0,98,-4.9
Cc1cc(-c2nn(-c3ccccc3F)cc2CNCCc2cnc[nH]2)c(C)s1,0,7,95,8,3,2,0,107,-0.9
COc1ccc(CCNS(=O)(=O)c2ccc3c(c2)CCCC3)cc1OC,0,.,99,-13,.,.,42*,102,.
C=CCCC(=O)Nc1nc(C)c(-c2csc(Nc3cc(Cl)ccc3OC)n2)s1,-1,0,98,5,20,14,0,113,5.9
COc1ccc2cc3cc(C(=O)NCCN4CCN(c5ccccc5F)CC4)oc3nc2c1,-1,4,105,13,3,-7,1,89,0.4
Cc1nn(C(C)c2n[nH]c(=S)n2-c2cccc(Cl)c2)c(C)c1[N+](=O)[O-] (centres undefined),0,-6,106,-6,-5,0,1,112,-0.2
COc1ccc(-n2c(Cc3cccn3C)nnc2SCC(=O)Nc2ccc(F)cc2F)cc1,3,-4,99,-9,4,-1,0,100,0.0
COc1ccc(S(=O)Cc2ccc(C(=O)NC3CC3)o2)cc1 (centres undefined),-9,3,94,3,3,-1,0,97,-12
Cc1ccc(C)c(OCc2nc3ccccc3[nH]2)c1,1,2,97,18,3,0,1,84,-0.9
COc1ccc(N2CCN(C(CNC(=O)c3ccco3)c3cccnc3)CC2)cc1 (centres undefined),-7,2,108,14,7,3,0,106,-0.7
NS(=O)(=O)c1cccc(NC(=O)c2cc3ccccc3o2)c1,-1,-1,96,3,3,-5,1,97,-1.0
CN(C)S(=O)(=O)n1cc(/C=C(\NC(=O)c2ccccc2Cl)C(=O)NCCN2CCOCC2)c2ccccc21,5,-1,97,-2,8,5,1,99,0.2
CCOCCCNC(=O)c1cn(CC)c2ccc(S(=O)(=O)N3CCCC3)cc2c1=O,0,-5,107,6,1,1,1,115,-0.5
CCC1(c2ccccc2)NC(=O)N(CC(=O)Nc2ccccc2N2CCCC2)C1=O (centres undefined),12,31,94,0,19,-9,0,90,-2.1
CC(=O)Nc1nc(C)c(C(C)=O)s1,-3,-3,97,-7,4,0,0,94,2.3
COc1ccccc1NS(=O)(=O)c1cc(NC(=O)CCC(=O)c2cccs2)ccc1Cl,4,0,102,21,5,-17,3,101,-0.4
C=CCN(c1ccccc1)S(=O)(=O)c1ccc2c(c1)N(C(C)=O)CCO2,10,2,100,19,7,-2,0,99,-2.5
N/C(=N\OC(=O)CCCOc1ccccc1)c1ccc(Br)cc1,-3,-4,89,20,0,-3,2,100,0.4
O=S(=O)(NCCOc1ccccc1F)c1ccc(Cl)cc1F,2,.,94,1,.,.,6,88,.
CN(C(=O)CCNC(=O)N1CC(=O)Nc2ccccc21)C1CCCCC1,6,6,98,2,2,4,1,95,0.0
Cc1cc(C)c2nc(N3CCOCC3)c(C#N)cc2c1,1,0,88,-1,0,6,10,93,-1.5
CCCOc1ccc2c(c1)C(=NN=C(N)N)c1cc(OCCC)ccc1-2,1,6,104,23,4,10,0,100,1.2
SMILES,GLD-1 TGE inh,MCL1-BIM inh,AGP1-GFP MLPCN,VLA-4 inh,Bcl-xL primary,Fam108B counter,GRK2 aptamer HTS,CIT2-GFP yeast,MEX-5 binding
O=[N+]([O-])c1ccc(CN2CCC(Cc3ccccc3)CC2)cc1,.,.,105,-3,.,.,0,106,0.9
Cc1nc(CN2CCN(Cc3nc(C(c4ccccc4)c4ccccc4)no3)CC2)cs1,1,-5,102,8,1,-3,26,104,1.0
CCn1nc(CC(=O)Nc2ccc(-n3cnnn3)c(C)c2)c2ccccc2c1=O,-2,-5,96,-13,0,-4,2,97,-1.1
Cc1ccc(C(=O)NC(=S)Nc2ccc3[nH]c(=O)[nH]c3c2)c(C)c1,12,7,99,-4,5,0,0,86,-0.5
NS(=O)(=O)c1cccc(NC(=O)COC(=O)C2CCCCC2)c1,1,-4,104,-11,4,1,5,108,2.9
CS(=O)(=O)c1ccccc1C(=O)N(CCC1=CCCCC1)c1c(N)n(Cc2ccccc2)c(=O)[nH]c1=O,-2,1,114,-11,2,0,3,102,6.6
CCC(=O)NC(NC(=S)Nc1cccc2cccnc12)C(Cl)(Cl)Cl (centres undefined),1,4,97,-3,5,2,0,97,-0.9
OCC1(Cc2ccccc2)CCN(Cc2cc3ccccc3o2)CC1,5,-3,?,4,6,1,3,103,0.4
COc1ccc(/C=C/C(=O)OCC(=O)Nc2ccc3[nH]c(=O)[nH]c3c2)cc1OC,3,-1,95,8,1,-1,0,98,0.6
COC(=O)[C@@H]1C[C@@]2(O)[C@@H](O)[C@@H](O)[C@@H](O)C[C@H]2N1Cc1ccc(C(F)(F)F)cc1,-6,0,98,1,-1,1,1,98,-0.9
CN(C(=O)COC(=O)c1ccccc1Cc1ccccc1)C1CCS(=O)(=O)C1 (centres undefined),-1,3,101,-9,4,0,6,101,2.8
O=C1Nc2ccc(Br)cc2C12NNc1ccccc1O2 (centres undefined),-32,-51,94,i,-17,21*,5,110,-0.7
Cc1ccc(C)c(C2C(C#N)=C(N)Oc3cc(C)oc(=O)c32)c1 (centres undefined),4,-5,102,-4,-1,-5,0,112,2.0
O=C(C1=C[C@H](c2csc3ccccc23)C[C@H](OCCCCO)O1)N1CCOCC1,7,-7,97,21,1,-1,0,91,-2.1
COc1cc2c(c(OCC(=O)NC(C)C)c1)C(=O)O[C@@H](C)CCCC(=O)CCCCC2,14,21,105,-1,21,2,1,109,-3.5
O=C(CCCCCNc1nc(=S)[nH]c2ccccc12)NCCC1=CCCCC1,-1,3,106,6,7,-3,4,99,1.3
CC(C)[N+](C)(CCOC(=O)C1c2ccccc2Oc2ccccc21)C(C)C,4,-5,91,36,2,-3,1,88,-2.0
COc1cccc(NC(=O)N2CCC(NC(=O)C(Cc3cccc(C)c3)NC(C)=O)CC2)c1 (centres undefined),2,-3,98,-2,-3,3,1,109,0.5
CN(C)c1cc[n+](CCC(=O)Nc2cccc([N+](=O)[O-])c2N)cc1,0,7,102,3,7,3,1,104,0.9
CCC(=O)N(CCN1CCOCC1)Cc1cc2cc3c(cc2nc1Cl)OCO3,5,-7,24,48,-1,3,0,66,-0.5
CCCCNC(=S)N(C)/N=C/c1ccc(OCC(=O)Nc2c(C)cc(C)cc2C)c(OC)c1,7,9,104,-4,1,-3,0,102,0.5
Cc1cc(NC(=O)CSc2nc(C)c(C)n2CC(C)C)no1,1,.,95,10,.,.,0,95,.
COc1ccc(-c2noc(-c3ccc4c(c3)OCO4)n2)cc1,5,8,101,-4,8,-1,0,104,-0.2
Cc1cc(-c2n[nH]c(=S)n2/N=C/c2ccccc2[N+](=O)[O-])n[nH]1,5,-5,92,-2,-8,2,1,100,-8.4
CCC(=O)N1CCN(c2ccccc2NC(=O)COc2ccccc2Cl)CC1,6,7,103,-3,5,-3,0,99,2.3
SMILES,GLD-1 TGE inh,MCL1-BIM inh,AGP1-GFP MLPCN,VLA-4 inh,Bcl-xL primary,Fam108B counter,GRK2 aptamer HTS,CIT2-GFP yeast,MEX-5 binding
Cn1nc(C(F)(F)F)c(C(=O)Nc2ccc(F)cc2F)c1Sc1ccc(Cl)cc1,3,-2,102,11,2,-2,1,101,-1.8
O=C(CCNS(=O)(=O)c1ccc(OC(F)(F)F)cc1)NCCc1c[nH]c2ccccc12,1,-9,108,2,-1,.,0,110,.
O=C(CN1C(=O)c2ccccc2S1(=O)=O)Nc1ccccc1,4,7,101,24,3,2,0,96,0.7
C=CCc1cc(/C=C2/NC(=S)NC2=O)cc(OC)c1O,-77,-3,99,-8,0,-6,5,99,1.1
COc1ccccc1-n1c(=S)[nH]c2c(sc(=S)n2-c2ccc(C)cc2C)c1=O,-2,-1,123,-27,-2,3,0,122,0.8
Cc1ccc(NC(=O)c2ccc(NCCCN3CCC(C)CC3)c([N+](=O)[O-])c2)cc1F,-9,6,110,6,7,-7,0,92,-3.1
NC(=O)c1ccc(NC(=O)CSc2nnc(-c3ccncc3)n2Cc2ccco2)cc1,6,0,119,16,2,-2,3,110,-0.2
CC(C)c1ccc(CNC(=O)C(=O)NCC2CCCO2)cc1 (centres undefined),3,-2,119,6,4,-6,4,103,0.9
CCN(CC)c1nc(C)nc2c1sc(=S)n2C,2,8,103,3,3,-1,1,110,1.0
Oc1cccc2ccc(Nc3ccccn3)nc12,2,8,70,18,2,0,0,77,-4.2
O=C(Nc1ccc2[nH]ncc2c1)c1ccccc1Cl,3,6,97,1,0,3,6,99,0.5
CC[C@]1(c2ccccc2C)ON(c2ccccc2C(F)(F)F)C1=O,-1,0,98,17,2,.,1,103,.
COc1ccc(OCCNc2c([N+](=O)[O-])c(=O)oc3ccccc23)cc1,0,8,105,2,5,-4,0,97,0.9
Cc1ccn2c(=O)nc(SCC(=O)N3CCCc4ccccc43)nc2c1,-7,10,116,0,7,-1,0,106,-0.5
Cc1ccc(S(=O)(=O)N2CCN(C(=O)N(c3ccccc3)c3ccccc3)CC2)cc1,7,1,96,-1,2,-4,0,101,1.4
O=C(CCc1nnc(Cc2ccc(-c3ccccc3)cc2)o1)NCCc1ccccn1,5,12,101,5,5,-5,2,99,0.5
O=C(NC(NCC1CCCO1)C(Cl)(Cl)Cl)c1cccc2ccccc12 (centres undefined),2,2,101,15,-1,-1,1,103,-0.1
O=C1CCC(=O)N1CN(Cc1ccco1)CN1C(=O)CCC1=O,4,1,89,6,9,5,1,86,.
CCOC(=O)c1sc(N2C(=O)C(O)=C(C(=O)c3ccc(C)o3)C2c2cccc([N+](=O)[O-])c2)nc1C (centres undefined),3,5,99,-5,0,-6,2,95,-1.9
Cn1c(=O)c2c(O)cc(=O)[nH]c2n(-c2ccccc2)c1=O,-1,-5,99,4,-1,-4,1,106,0.2
Cc1ccsc1C1C(C#N)=C(N)OC2=C1C(=O)CC(C)(C)C2 (centres undefined),4,2,111,16,6,-1,0,99,-0.8
CCOc1ccc(-n2ccnc(SCC(=O)NCCc3ccccc3)c2=O)cc1,-8,0,109,7,5,1,0,104,-0.7
O=C1NC(SCCCF)=N/C1=C/c1ccc(-n2cncn2)cc1,-4,-3,96,-5,0,-6,0,89,0.1
Cc1ccc(Nc2ccc([N+](=O)[O-])ccc2=O)cc1,-2,0,102,-1,-2,0,1,78,-28*

# Source: PubChem BioAssay
